From PubChem
SUMO1-SIM PPI: SUMO1-SIM interaction modulation; SUMO1 binding to a labelled peptide, TR-FRET, 1 h; inhibition, % at 20 µM; 0.33% of 360,000 active; AID 602429; in the data active means inhibition above about 37%
Target sequence (P63165 whole entry, looked up): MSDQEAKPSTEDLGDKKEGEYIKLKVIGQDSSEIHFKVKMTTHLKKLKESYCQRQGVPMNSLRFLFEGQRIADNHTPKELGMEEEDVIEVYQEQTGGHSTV
Tb MetRS inh: blocks T. brucei methionyl-tRNA synthetase activity. inhibition, % at 11.9 µM. purified T. brucei MetRS, ATP depletion, Kinase-Glo luminescence. 0.4% of 360,000 active. AID 624268;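 active means inhibition above a per-plate cutoff of the control wells' mean inhibition plus 3 SD, cut at about 5.5% in these data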;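 further: 0% = DMSO wells median and 100% = median of wells with control inhibitor compound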
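Material: T. brucei methionyl-tRNA synthetase, purified; reagent: substrates ATP, L-methionine and bulk Escherichia coli tRNA; dosing: 11.9 µM single point; timing: 15 min plus 2 h at 25 °C; detection: luminescence of leftover ATP; evaluation: % inhibition; control set: DMSO-only wells as low control; replicates: singlicate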
STEP inh: inhibitors of human striatal-enriched phosphatase STEP | P54829 | recombinant STEP, OMFP fluorogenic substrate, fluorescence | 0.25% of 360,000 active | inhibition, % at 20 µM;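 active means inhibition at 20 µM, scaled per plate between control wells, above about 37%, limit read from the data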;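 further: 0% = DMSO with enzyme and substrate and 100% = substrate only without enzyme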
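Test system: STEP tyrosine phosphatase / Reagent: OMFP at 25 µM / Doses: 20 µM, 1% DMSO / Read-out: percent inhibition scaled to no-enzyme and uninhibited-enzyme controls, plate-pattern corrected / Detection: FITC-channel fluorescence of OMFP product / Medium: Bis-Tris buffer pH 6.0, 2.5 mM DTT, 0.005% Tween 20 / Schedule: 20 min at room temperature, dark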
LMPTP block: LMPTP (human) inhibition; P24666; recombinant LMPTP-A, OMFP fluorogenic substrate, fluorescence intensity; inhibition, % at 20 µM; 0.22% of 360,000 active; AID 651560;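 active means compounds that cut the enzyme signal by at least half of the control window in the single-dose screen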;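 further: plate controls were DMSO wells with enzyme plus substrate for no effect and substrate without enzyme for full effect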
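test system = LMPTP-A | amount = 0.625 nM LMPTP-A final | reagent = fluorogenic phosphatase substrate OMFP at 400 µM final | incubation = 50 min at room temperature | benchmarks = no-enzyme low control, uninhibited high control | medium = Bis-Tris pH 6.0, DTT, detergent | signal = fluorescence intensity of OMFP turnover product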
DNMT1 inh: blocks human DNA methyltransferase DNMT1 | DNMT1 molecular beacon, Hinp1I cleavage, fluorescence | inhibition (reported as % activation of signal), % at 10 µM | 0.83% of 360,000 active; in the data active means inhibition above about 50%
CSN deneddyl inh: blocks human CSN-mediated cullin deneddylation; Q92905; Purified CSN, SCF-Nedd8-OG deneddylation, fluorescence polarization; inhibition, % at 12.5 µM; 0.38% of 360,000 active; AID 651999;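 active means pattern-corrected inhibition above about 35%, with an unprinted fluorescence ratio check between 0.5 and 1.5, limit read from the data, passing the limit was not always enough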;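 further: 0% = enzyme with substrate and 100% = substrate without enzyme; some results filed as inactive read as strong as hits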
Target sequence (Q92905 whole entry, looked up, one chain of several): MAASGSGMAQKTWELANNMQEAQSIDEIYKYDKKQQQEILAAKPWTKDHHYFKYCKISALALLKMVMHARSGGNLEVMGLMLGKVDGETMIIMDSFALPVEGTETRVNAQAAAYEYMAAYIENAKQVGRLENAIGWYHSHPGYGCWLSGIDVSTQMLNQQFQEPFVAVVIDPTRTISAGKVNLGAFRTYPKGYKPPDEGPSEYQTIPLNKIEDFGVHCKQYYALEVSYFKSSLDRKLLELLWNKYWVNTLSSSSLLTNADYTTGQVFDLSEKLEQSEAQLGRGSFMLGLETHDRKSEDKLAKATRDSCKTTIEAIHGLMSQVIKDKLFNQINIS
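Assay system: HEK293T-derived human Csn5 enzyme; quantity: 0.24 nM enzyme; medium: Tris/NaCl/DTT buffer, pH 7.5; also added: substrate SCFSkp2-Nedd8OG, 10 nM; doses: 12.5 µM compound; schedule: 90 min reaction at room temperature; signal: FP; read-out: % inhibition of substrate cleavage by Csn5; benchmarks: substrate-only high control, full reaction low control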
Rpn11 block: blocks the human proteasome subunit Rpn11. human 26S proteasome, Ub4-pepOG fluorescence polarization; 20S core pre-blocked with epoxomicin. 0.59% of 360,000 active. O00487. calls only at 20 µM. AID 588493;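 active means inhibition at 20 µM, scaled to each plate's controls, above about 33%, limit read from the data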
Target sequence (O00487 whole entry, looked up): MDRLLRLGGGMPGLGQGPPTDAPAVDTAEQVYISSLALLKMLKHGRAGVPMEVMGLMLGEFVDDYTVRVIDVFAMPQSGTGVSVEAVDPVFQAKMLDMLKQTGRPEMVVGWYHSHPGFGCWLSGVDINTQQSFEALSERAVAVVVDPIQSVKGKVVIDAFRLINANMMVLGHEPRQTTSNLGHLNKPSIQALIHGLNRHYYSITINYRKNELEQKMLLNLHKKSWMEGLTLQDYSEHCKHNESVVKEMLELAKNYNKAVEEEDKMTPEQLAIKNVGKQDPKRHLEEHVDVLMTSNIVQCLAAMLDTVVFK
Scp1 inh: Scp-1 (human) phosphatase inhibition; 0.88% of 340,000 active; inhibition, % at 20 µM; Q9GZU7; Recombinant Scp1, phosphopeptide, malachite green phosphate absorbance;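 active means inhibition above about 50% at 20 µM, limit read from the data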;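 further: plate controls were DMSO wells with enzyme for no effect and wells lacking enzyme for full effect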
Target sequence (Q9GZU7 76-261 limits assumed): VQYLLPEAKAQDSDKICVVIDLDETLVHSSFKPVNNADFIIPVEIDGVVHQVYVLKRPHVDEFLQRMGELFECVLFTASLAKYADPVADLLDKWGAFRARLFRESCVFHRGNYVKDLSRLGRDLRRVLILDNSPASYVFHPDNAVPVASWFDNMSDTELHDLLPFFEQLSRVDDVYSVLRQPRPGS
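Times: enzyme reaction 45 min at room temperature, colour 5 min, stabilisation 30 min. Material: SCP-1 catalytic fragment, aa 76-261. Medium: Acidic Tris acetate buffer with magnesium and detergent. Signal: colorimetric free-phosphate detection, absorbance 630 nm. Read-out basis: % inhibition of SCP-1 phosphate liberation. Reagent: Phosphorylated 17-residue peptide substrate.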
MsrA inh: inhibits bovine methionine sulfoxide reductase A | AID 651718 | purified bovine MsrA, absorbance read-out | inhibition, % at 15.5 µM | 0.75% of 360,000 active; in the data active means inhibition above about 4.5%;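 further: 0% = vehicle wells with enzyme and 100% = reference inhibitor wells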
NadD block: blocks S. aureus nicotinate mononucleotide adenylyltransferase | purified NadD enzyme, colorimetric absorbance read-out | inhibition, % at 20 µM | 0.78% of 360,000 active | AID 602399; in the data active means inhibition above about 26%; further: some compounds past the cut are filed as inactive
An asterisk follows results filed as active; i = inactive; . = no result given; + = active, no number. Rows were taken by chance. About 3.9% of those tested had a hit in this group.

cpd	canonical_smiles	SUMO1-SIM PPI	Tb MetRS inh	STEP inh	LMPTP block	DNMT1 inh
1	NC(=O)c1c(NC(=O)c2ccccc2F)sc2c1CCCC2	7	-0.6	4	2.6	-4
2	Cc1cc2c(c(Sc3ccccc3)n1)C(=O)OC2	0	0.2	2	-0.5	-1
3	CC1(C(=O)Nc2ccc3[nH]ncc3c2)CCN1C(=O)CCc1ccccc1 (stereo not drawn)	3	-0.2	2	-1.6	5
4	O=C(NCc1ccco1)c1c[nH]c2ccc(S(=O)(=O)N3CCOCC3)cc2c1=O	10	0.0	-1	-0.9	-1
5	CCOC(=O)[C@]12CCC=C1N(Cc1ccco1)C(=O)[C@H](CC(=O)NCCCOC)C2	3	-0.9	.	-2.7	.
6	C=CCn1c(SCC(=O)Nc2cc(C)on2)nc2sc(C)c(C)c2c1=O	-4	0.5	0	1.2	33
7	O=C(COC(=O)C12CC3CC(CC(O)(C3)C1)C2)Nc1ccc(Cl)cc1F	0	-0.5	-2	-1.7	3
8	C[C@@H](O)C1NC(=O)[C@H](CCCCN)NC(=O)c2cc([N+](=O)[O-])cc(I)c2NCCC[C@@H](C(N)=O)NC1=O (stereo partly drawn)	-49	-0.4	-2	-3.1	7
9	Cc1ccc(C(=O)/C=C/Nc2ccccc2C(N)=O)o1	-14	0.8	0	0.2	-5
10	CCCN(C(=O)c1cn(C)c(=O)c2ccccc12)c1ccccc1C	8	0.3	-3	-0.4	-1
11	CC1=CC(=O)C=CC1(C)C(Cl)Cl (stereo not drawn)	-2	-0.8	-2	-0.4	2
12	COc1ccc(C)c(-n2c(N)cc(=O)n(Cc3ccccc3)c2=O)c1	6	-0.4	-1	-1.6	3
13	COc1cc(C(=O)Nc2nc(OC)c(-c3ccccc3)c(OC)n2)cc(OC)c1OC	5	-0.2	-2	0.4	-20
14	CC1CCC2(CC1)NC(=O)N(CC(=O)NC1CCCCC1C)C2=O (stereo not drawn)	4	-0.2	-3	-1.8	1
15	O=C(NCc1ccco1)C1CCCCN1S(=O)(=O)c1ccc(F)cc1 (stereo not drawn)	2	-0.4	-2	-0.7	0

cpd	CSN deneddyl inh	Rpn11 block	Scp1 inh	MsrA inh	NadD block
1	6	i	0	0.8	-7
2	1	i	-5	0.9	-1
3	4	i	.	-0.7	3
4	3	i	0	0.7	-3
5	-1	.	.	0.2	8
6	1	i	3	-0.8	4
7	-4	i	-5	0.6	-5
8	-1	i	0	0.8	2
9	-3	i	-10	1.6	5
10	4	i	-19	0.0	-1
11	-4	i	-9	-0.9	6
12	-4	i	1	0.4	-8
13	-9	i	10	0.5	4
14	-4	i	5	1.6	-5
15	-1	+	-5	1.1	5

(cont.)
cpd	canonical_smiles	SUMO1-SIM PPI	Tb MetRS inh	STEP inh	LMPTP block	DNMT1 inh
16	O=C(COC(=O)c1ccc(C(F)(F)F)cc1)Nc1cccc(S(=O)(=O)N2CCCCC2)c1	-3	-0.6	-1	2.5	1
17	C[C@@H]1CN([C@H](C)CO)S(=O)(=O)c2ccc(C#Cc3cccc(F)c3)cc2O[C@@H]1CN(C)C(=O)CN1CCOCC1	3	1.1	-2	-1.2	-11
18	O=C(NCC1CC1)C1(C(F)(F)F)CC(CCCO)CCCO1 (stereo not drawn)	-1	0.6	-2	-0.4	-4
19	O=S1(=O)[C@H]2CC3O[C@]2(C[C@@H]3c2ccc(F)cc2)CN1Cc1ccc(Cl)cc1	-6	-0.3	4	0.3	-1
20	O=C(c1ccncc1)N1CCCC(N2CCN(c3cccc(C(F)(F)F)c3)CC2)C1 (stereo not drawn)	-3	0.4	0	0.3	2
21	COc1ccc(OCC(=O)N/N=C2\CCCc3ccccc32)cc1	0	-0.3	0	-0.4	-3
22	CCc1ccccc1N(C)C(=O)CCc1nc(-c2ccc(C)cc2)no1	-2	-1.2	3	1.0	-5
23	Cc1ccccc1N=Cc1cc2c(cc1O)OC(N)=C(C#N)C2c1ccccc1 (stereo not drawn)	-7	-1.5	-6	0.6	-7
24	Cc1ccc(NC(=O)[C@@H]2CCCN2S(=O)(=O)c2ccc(Cl)cc2)cc1	0	-0.1	3	0.3	-2
25	CC(O)(c1cccnc1)c1nc(-c2ccc3c(c2)OCO3)cs1 (stereo not drawn)	2	0.5	-4	0.4	-4
26	Cc1cc(Br)ccc1N=C1C(=O)Nc2ccccc21	-15	-0.5	-1	3.1	-7
27	Cc1onc(-c2ccccc2)c1C(=O)NNC(=O)c1ccccc1	-6	-0.2	3	-0.8	7
28	Cn1c(-c2ccc3c(c2)OCO3)cnc1NCc1cccc(O)c1	-4	-1.6	-2	0.4	1
29	CN(C)CCNC(=S)Nc1ccc(-c2nc3ccccc3[nH]2)cc1	13	-0.1	3	15	-2
30	CCCNC(=O)COC(=O)/C=C/c1ccc2c(c1)OCO2	-8	0.3	0	-0.2	-2

cpd	CSN deneddyl inh	Rpn11 block	Scp1 inh	MsrA inh	NadD block
16	1	i	-3	0.0	-7
17	0	i	.	-0.4	-22
18	-8	i	-2	0.3	-8
19	6	i	-8	1.1	-8
20	3	i	-8	-0.1	1
21	3	i	-5	0.1	-5
22	-9	i	-16	-1.4	-6
23	13	+	-4	1.3	8
24	-1	i	-8	1.1	-3
25	4	i	.	-0.4	-1
26	2	i	-7	-1.8	-7
27	-8	i	-5	0.5	-7
28	-2	i	0	-0.7	-8
29	-4	i	-3	0.8	1
30	6	i	-2	1.4	4

(listing goes on)
cpd	canonical_smiles	SUMO1-SIM PPI	Tb MetRS inh	STEP inh	LMPTP block	DNMT1 inh
31	CCOc1ccc(CCNC(=O)c2ccc(C)c(NC3=NC4CS(=O)(=O)CC4S3)c2)cc1 (stereo not drawn)	-5	-0.3	1	-2.2	2
32	CCN(CC)S(=O)(=O)c1cccc(NC(=O)COC(=O)CNC(=O)c2cccc(F)c2)c1	3	-0.1	0	-1.2	1
33	CCc1nc2ccc(C(=O)Nc3cc(-c4ccccc4)ccc3OC)cn2c1N(CCN(C)C)CC1CC1	-8	0.5	3	0.9	-1
34	NS(=O)(=O)c1ccc(N2C(=O)C3CC=CCC3C2=O)cc1 (stereo not drawn)	11	-0.3	1	-0.8	6
35	CC(C)c1nnc(NC(=O)c2ccc3c(c2)OCO3)s1	3	0.2	3	0.4	1
36	O=C(O)CCC(=O)NC(c1ccccc1)c1ccccc1	2	-0.1	-3	-0.4	4
37	C#CCSc1nc(-c2ccccc2)cc(C(F)(F)F)c1C#N	-3	-0.3	-2	2.3	-8
38	CCCc1nc2ccccc2c(=O)n1/N=C/c1ccc(O)c(O)c1	-1	0.5	2	-0.3	3
39	O=C(CCc1ccc(S(=O)(=O)N2CCOCC2)cc1)NCCCN1CCCC1=O	3	-0.4	-1	-2.2	4
40	CCOc1ccc(NC(=O)C2CCC(N3C(=O)C4CC=CCC4C3=O)CC2)cc1 (stereo not drawn)	-2	-0.6	-1	-1.0	4
41	Nc1n[nH]c(N)c1N=Nc1ccc(Cl)cc1Cl	-13	9.7*	-4	1.4	-17
42	CCOc1ccccc1N=C1SCC(C)N1C(=O)C1CCN(c2ncnc3sc(C)c(C)c23)CC1 (stereo not drawn)	5	-0.2	0	0.2	-2
43	COc1cc2c(cc1OC)C(C)N(C(=O)c1ccc(Br)o1)CC2 (stereo not drawn)	0	0.1	-1	-1.2	2
44	Cc1cccc2sc(NNC(=O)c3cc(-c4cccs4)nc4ccccc34)nc12	2	0.0	0	1.4	69*
45	FC(F)(F)c1ccccc1/C=N/n1c(COc2ccccc2)n[nH]c1=S	-4	0.0	0	0.7	9

cpd	CSN deneddyl inh	Rpn11 block	Scp1 inh	MsrA inh	NadD block
31	2	i	-4	-0.3	-4
32	-2	i	-4	-0.5	-8
33	0	i	.	1.4	7
34	-5	i	8	-0.4	2
35	-8	i	-3	0.0	-2
36	10	i	6	0.6	-2
37	0	i	-4	1.3	2
38	1	i	-3	2.6	-1
39	-2	i	-10	-0.4	-5
40	7	i	-8	0.4	5
41	1	i	1	1.3	2
42	0	i	1	0.8	8
43	-12	i	-2	-0.1	-1
44	4	i	7	1.1	49*
45	2	i	-6	-0.1	-7

Next part:
cpd	canonical_smiles	SUMO1-SIM PPI	Tb MetRS inh	STEP inh	LMPTP block	DNMT1 inh
46	Cn1nc(C(=O)Nc2ccccc2N2CCOCC2)ccc1=O	-6	-0.4	-1	-0.6	4
47	COC(=O)c1ccc2c(=O)n(CCCCCC(=O)NC(C)C)c(=O)[nH]c2c1	-4	-1.0	1	-0.9	4
48	O=c1c2c(nc3cc(-c4ccccc4)[nH]n13)CCS2	0	-0.9	-1	-1.6	-6
49	Cc1csc(SCC(=O)N(C)CC(=O)Nc2ccc(F)cc2)n1	1	0.0	1	-0.9	0
50	O=C(Cc1cccs1)NNC(=S)NCc1ccco1	3	-0.1	-3	-0.5	-2
51	O=C(c1ccco1)N(Cc1ccccc1)c1cccc([N+](=O)[O-])c1	-13	2.1	-2	-0.3	0
52	CCOC(=O)c1c(S(=O)(=O)NCC(=O)NCc2cccc(C)c2)c(C)n(C)c1C	0	0.9	-2	0.4	2

cpd	CSN deneddyl inh	Rpn11 block	Scp1 inh	MsrA inh	NadD block
46	-11	i	-8	0.3	-6
47	12	i	7	0.6	0
48	-3	i	28	-1.4	-2
49	5	i	.	.	-2
50	-1	i	-5	-0.1	-2
51	4	i	-11	0.3	7
52	1	i	-1	0.7	-3

Entries shown so far that have a cyano group:
cpd	canonical_smiles	SUMO1-SIM PPI	Tb MetRS inh	STEP inh	LMPTP block	DNMT1 inh
23	Cc1ccccc1N=Cc1cc2c(cc1O)OC(N)=C(C#N)C2c1ccccc1 (stereo not drawn)	-7	-1.5	-6	0.6	-7
37	C#CCSc1nc(-c2ccccc2)cc(C(F)(F)F)c1C#N	-3	-0.3	-2	2.3	-8

cpd	CSN deneddyl inh	Rpn11 block	Scp1 inh	MsrA inh	NadD block
23	13	+	-4	1.3	8
37	0	i	-4	1.3	2
